High-throughput results from PubChem BioAssay.
LYPLA1 inh: blocks human lysophospholipase 1, a PME1 counter-screen; O75608; recombinant LYPLA1, FP-Rh probe fluorescence polarization; AID 2174; inhibition, % at 5.9 µM; actives 0.16% (n = 320,000);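 active means inhibition above the mean of all tested compounds plus 3 SD, set per campaign, cut at about 14% in these data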;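 further: inhibitors block serine hydrolase probe labeling of LYPLA1 so polarization falls; 0% = enzyme with DMSO and 100% = wells lacking LYPLA1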
Target sequence (O75608 whole entry, looked up): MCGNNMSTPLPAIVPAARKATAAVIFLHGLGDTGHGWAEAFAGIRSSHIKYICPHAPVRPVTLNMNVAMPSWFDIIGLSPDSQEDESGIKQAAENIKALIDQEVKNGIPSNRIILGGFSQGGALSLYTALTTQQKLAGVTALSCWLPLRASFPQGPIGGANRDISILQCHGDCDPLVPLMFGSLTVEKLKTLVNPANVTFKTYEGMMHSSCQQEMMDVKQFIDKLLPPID
PREPL inhibitor: human PREPL enzyme inhibition. Q4J6C6. recombinant PREPL, fluorescence polarization activity-based probe. inhibition, % at 5.96 µM. actives 0.68% (n = 320,000); in the data active means inhibition above about 43%;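 further: 0% = enzyme with DMSO and 100% = wells lacking enzyme; many of its hits are not listed in these tables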
pPAFAH FP inh: inhibitors of human plasma PAF acetylhydrolase (pPAFAH). Q13093. actives 1.5% (n = 330,000). AID 463082. inhibition, % at 3.39 µM. recombinant pPAFAH, FP-rhodamine probe fluorescence polarization;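 active means inhibition above the mean inhibition across the screen plus 3 SD, cut at about 25% in these data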;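 further: inhibitors block binding of the rhodamine activity-based probe so polarization drops; 0% = enzyme with DMSO and 100% = wells lacking pPAFAH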
Target sequence (Q13093 whole entry, looked up): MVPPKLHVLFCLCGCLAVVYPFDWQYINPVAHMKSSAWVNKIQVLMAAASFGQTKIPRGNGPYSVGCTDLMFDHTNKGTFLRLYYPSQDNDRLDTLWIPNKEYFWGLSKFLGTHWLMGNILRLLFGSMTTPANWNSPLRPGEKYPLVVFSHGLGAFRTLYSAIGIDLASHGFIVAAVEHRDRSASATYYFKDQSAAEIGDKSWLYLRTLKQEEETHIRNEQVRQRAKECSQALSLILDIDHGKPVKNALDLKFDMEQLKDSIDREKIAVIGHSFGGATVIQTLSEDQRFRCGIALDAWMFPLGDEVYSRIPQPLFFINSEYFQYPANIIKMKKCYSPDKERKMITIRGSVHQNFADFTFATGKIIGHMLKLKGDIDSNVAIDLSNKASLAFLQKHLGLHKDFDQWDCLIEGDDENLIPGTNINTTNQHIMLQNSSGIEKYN
GSTO1 counter: GSTO1 inhibition, counter-screen for RBBP9 inhibitors. recombinant GSTO1, activity-based probe fluorescence polarization. P78417. actives 1.1% (n = 300,000). inhibition, % at 5.96 µM. AID 1974;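 active means inhibition above the campaign mean inhibition plus 3 SD, cut at about 35% in these data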;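 further: 0% = GSTO1-1 with DMSO and 100% = wells lacking GSTO1-1 enzyme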
PAD4 FP inh: inhibitors of human PAD4 | AID 485272 | Q9UM07 | recombinant PAD4, RCA probe fluorescence polarization | actives 0.41% (n = 330,000) | inhibition, % at 6.36 µM;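 active means percent inhibition above a cutoff equal to the mean of all tested compounds plus 3 SD, cut at about 15% in these data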;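 further: 0% = PAD4 with RCA probe and DMSO and 100% = probe without PAD4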
LYPLA2 inh: counter-screen for PME1 inhibitors: inhibitors of human LYPLA2; O95372; recombinant LYPLA2, FP-Rh probe fluorescence polarization; inhibition, % at 5.9 µM; actives 0.38% (n = 320,000); AID 2177;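 active means inhibition above the screen-wide mean plus 3 SD, limit set per campaign, cut at about 26% in these data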;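 further: 0% = LYPLA2 with DMSO and 100% = wells lacking LYPLA2 enzyme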
PAFAH1B3 FP inh: PAFAH1B3 (human) inhibition; AID 492972; actives 0.28% (n = 340,000); inhibition, % at 3.39 µM; recombinant PAFAH1B3, FP-rhodamine probe, fluorescence polarization; Q15102;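 active means inhibition above the screen-wide average of all tested compounds plus 3 SD, cut at about 25% in these data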;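 further: 0% = enzyme with DMSO only and 100% = wells lacking PAFAH1B3 protein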
Target sequence (Q15102 whole entry, looked up): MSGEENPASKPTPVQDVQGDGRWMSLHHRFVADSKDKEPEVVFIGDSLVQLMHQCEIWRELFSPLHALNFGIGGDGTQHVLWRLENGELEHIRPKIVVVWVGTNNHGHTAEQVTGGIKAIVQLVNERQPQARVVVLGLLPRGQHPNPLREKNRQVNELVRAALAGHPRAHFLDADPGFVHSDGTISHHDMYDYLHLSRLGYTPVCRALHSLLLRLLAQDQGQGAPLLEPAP
PAFAH2 inh: inhibitors of human PAFAH2 | actives 0.99% (n = 340,000) | inhibition, % at 3.39 µM | Q99487 | recombinant PAFAH2, FP-rhodamine activity probe, fluorescence polarization;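 active means inhibition above the mean over all tested compounds plus 3 SD, cut at about 30% in these data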;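 further: inhibitors block probe labeling of enzyme so polarization drops; 0% = enzyme with DMSO and 100% = wells lacking PAFAH2 protein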
PAFAH1B2 FP inh: inhibitors of human PAFAH1B2. recombinant PAFAH1B2, FP-rhodamine activity probe, fluorescence polarization. actives 1.2% (n = 340,000). AID 492953. inhibition, % at 3.39 µM;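 active means inhibition above the mean of all tested compounds plus 3 SD, cut at about 24% in these data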;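 further: 0% = enzyme with DMSO and 100% = wells lacking PAFAH1B2; many of its hits are not listed in these tables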
* = called active by the depositor; nt = not tested or not shown; & = joins results of further samples. These rows are one share of the data (hit frequency here may not be typical).

molecule,LYPLA1 inh,PAFAH2 inh,PAD4 FP inh,pPAFAH FP inh,GSTO1 counter,PAFAH1B2 FP inh,PREPL inhibitor,PAFAH1B3 FP inh,LYPLA2 inh
COC(=O)c1c(-c2c(Cl)cccc2Cl)noc1NC(=O)N(C)C,-3,4,-3,-2,-3,6,5,4,-5
CC(C)(C)NC(=O)N1CCN(c2nc(-c3ccccc3)ns2)CC1,3,-4,1,8,-2,6,5,2,8
CCC(=O)NC(=S)Nc1ccc(NC(=O)c2ccco2)c(OC)c1,1,-3,0,2,2,1,-25,-3,-2
O=C(CCCOc1ccc(Cl)cc1)Nc1ccc(N2CCOCC2)cc1,5,2,-3,9,4,-2,40,2,8
Cc1nn(Cc2ccc(F)cc2)c2sc(C(=O)Nc3ccccc3N3CCOCC3)cc12,0,-4,5,1,1,-3,-1,9,3
COc1cc(Br)c(C(C)NC(=O)c2ccccc2)cc1OC (stereo unspecified),-1,-4,2,0,4,2,10,1,0
CCN(CCCNC(=O)COc1cc(=O)n(C)c2ccccc12)c1ccccc1,0,0,1,3,-3,1,23,1,0
O=C(NC1CCS(=O)(=O)C1)c1cccc(S(=O)(=O)N2CCCCC2)c1 (stereo unspecified),6,2,4,2,13,8,1,-1,9
CCOC(=O)NC1c2ccccc2Oc2ccccc21,3,5,-2,-6,12,4,-5,-7,5
N#C/C(=C\C=C\c1ccccc1)c1nc(-c2ccc(Cl)cc2)cs1,-1,-6,-7,8,-1,-5,2,-2,-2
COc1ccc(S(=O)(=O)N2CCN(c3ccccc3OC)CC2)cc1,-1,0,4,2,4,0,11,14,4
Clc1cccc(Cl)c1NC1=NCCN1,0,nt,1,-3,3,nt,5,nt,6
COc1ccccc1Nc1nc(C)cs1,-4&-2,3&-1,-9&-8,6&4,1&3,-1&6,19&7,6&3,-9&0
CCn1c(SCC(=O)Nc2nc(C)cs2)nnc1-c1ccncc1,1,-7,-1,7,4,0,1,3,12
CCN(CC(=O)Nc1c(F)cccc1F)C(=O)CCNS(=O)(=O)c1ccc(C)c(C)c1,2,0,-4,6,5,2,1,-4,-4
COc1ccc(-c2nc(-c3ccccn3)no2)cc1,-2,-8,2,-1,-4,4,0,-4,-2
Cc1cc(OC(=O)N2CCCCC2)cc(C)c1Cl,-3,1,1,1,8,1,8,4,6
CC(NC(=O)C1CCN(c2nnc(N3CCCC3=O)s2)CC1)c1ccccc1 (stereo unspecified),2,6,2,6,0,6,15,2,-3
CC(=O)c1nn(-c2cccc(Br)c2)cc1C(=O)c1ccccc1,-2,2,-2,7,-4,-3,-14,10,6
O=C(Nc1ccccc1C(=O)Nc1ccc(Br)cn1)c1ccccc1Cl,-5,-8,1,2,nt,-4,-23,-2,-2
CC(C)CCNCC(O)CON=C1c2ccccc2-c2ccccc21 (stereo unspecified),-2,-3,1,-1,-2,0,-49,4,-2
CCOc1ccc(OCCC(=O)N(CC)CC(=O)Nc2c(F)cccc2F)cc1,1,0,0,0,nt,2,1,9,4
COc1ccc(-n2c(Cc3cc(=O)[nH]c(=O)[nH]3)nnc2SCC(=O)N2CCC(C)CC2)cc1,1,0,1,-5,0,-5,4,-1,-4
O=C(Nc1ccc([N+](=O)[O-])cc1)c1cc(Cl)sc1Cl,-1,-1,-2,1,1,7,-5,0,0
C=CCSc1ccccc1C(=O)Nc1ncn[nH]1,3,-2,-6,-4,4,-3,-7,-10,-1
CC(C)(C)C(=O)O/N=C(\N)c1ccc(Oc2cc(Cl)cc(Cl)c2)c([N+](=O)[O-])c1,1,11,1,0,0,2,10,2,9
NC(=O)c1cccn1-c1ncc(C(F)(F)F)cc1Cl,0,-4,-3,-9,1,2,15,10,1
O=C(CNC(=O)N1CC(=O)Nc2ccccc21)Nc1ccc(F)c(Cl)c1,-3,12,1,4,3,5,-5,9,1
CCOC(=O)c1sc(NC(=O)c2ccccc2F)c(C(N)=O)c1C,4,-5,0,1,1,-5,-11,3,0
Cc1ccc2nc(-c3ccc(-c4cccc(Cl)c4)cc3)c(NCc3ccccc3)n2c1,-4,24,-1,13,-3,5,23,5,-5

The closing 2 entries of the part above come first, to join the parts.
molecule,LYPLA1 inh,PAFAH2 inh,PAD4 FP inh,pPAFAH FP inh,GSTO1 counter,PAFAH1B2 FP inh,PREPL inhibitor,PAFAH1B3 FP inh,LYPLA2 inh
CCOC(=O)c1sc(NC(=O)c2ccccc2F)c(C(N)=O)c1C,4,-5,0,1,1,-5,-11,3,0
Cc1ccc2nc(-c3ccc(-c4cccc(Cl)c4)cc3)c(NCc3ccccc3)n2c1,-4,24,-1,13,-3,5,23,5,-5
O=[N+]([O-])c1cc([N+](=O)[O-])c(Oc2cc(F)ccc2F)cc1NN1CCCCC1,0,1,3,2,9,2,-4,9,-2
CCCN(CC(=O)Nc1ccccc1OC)C(=O)CCC(=O)c1ccc(OCC)cc1,-4,1,2,-4,nt,0,15,9,-3
COC(=O)c1ccc(CSc2nnc(Nc3ccccc3OC)s2)o1,0,nt,-7,9,10,nt,-6,nt,4
CCC[C@@H](CN1CCC[C@H]1CN1C(N)=NC[C@H]1CC(C)C)N1C[C@@H](Cc2ccccc2)N(CCc2ccc(Cl)c(Cl)c2)C1=N,nt,-3,-6,-2,nt,1,42,6,nt
COc1cc(/C(C)=N/NC(=O)CSc2nncn2C)ccc1OCc1ccccc1Cl,-5,3,3,8,-1,2,40,3,-5
O=C1c2ccccc2C(=O)N1CCCc1nc2ccccc2c(=O)n1CCCn1ccnc1,3,-4,-3,-2,0,-1,12,5,6
C=CCn1c(C)cc(C)c(C#N)c1=O,0,4,1,1,4,1,8,2,6
Cc1ccnc(NS(=O)(=O)c2cc(C(F)(F)F)ccc2Cl)c1,2,nt,-1,-1,10,nt,10,nt,2
O=C(CCNC(=O)c1ccc(Br)cc1)NCC1COc2ccccc2O1 (stereo unspecified),2,-7,3,-3,6,15,-19,0,6
COc1ccc(C(=O)Nc2ccc3c(c2)C(=O)c2ccccc2C3=O)cc1OC,-3,-5,0,7,4,0,17,0,-1
CCCOC(=O)Cc1n[nH]c(=O)[nH]c1=O,-1,1,4,4,0,2,-1,-5,-5
COc1ccccc1Oc1ccc(N2CC(C(=O)OCC(=O)c3ccccc3)CC2=O)cc1 (stereo unspecified),13,7,-1,7,-3,2,-4,2,5
O=C(C1=NN[C@@H]2C(=O)N(c3cccc(C(F)(F)F)c3)C(=O)[C@H]12)C(c1ccccc1)c1ccccc1,-4,-6,-1,3,5,19,-2,1,4
CCCCS(=O)(=O)N1CCCC(C(=O)NCCc2ccccc2)C1 (stereo unspecified),-2,-2,-1,-1,1,1,-3,7,-3
CN(C)Cc1nc2ccccc2c(=O)n1CC#N,-4,-4,-1,3,3,3,0,-9,11
CC(C)C(C(=O)NCC1CCCO1)N(Cc1ccccc1)C(=O)CNS(=O)(=O)c1ccccc1 (stereo unspecified),-1,12,-3,-1,0,1,5,7,1
COc1cccc(CCc2nnc(N)s2)c1,3,-1,3,5,-1,7,-11,7,-1
COc1cc(/C=C/c2nc(N)nc(-c3ccccc3O)n2)cc(OC)c1OC,-10,-17,0,-9,-8,-3,7,0,-4
Cc1ccc(-n2ncc(C#N)c2N)cc1,0,3,-4,7,1,1,14,4,3
O=C(C1CCN(S(=O)(=O)c2ccc3c(c2)OCCO3)CC1)N1CCc2ccccc21,-2,7,0,8,-7,11,-4,7,5
COc1cc2c(cc1NS(=O)(=O)N1CCCC1)oc1ccccc12,-1,-1,0,14,1,0,2,3,5
Cc1cc(C(=O)COC(=O)Cn2c(C(F)(F)F)nc3ccccc32)c(C)n1Cc1ccco1,4,0,-1,6,2,4,-4,4,2
NC(c1ccccc1)c1cccnc1 (stereo unspecified),4,6,1,5,1,4,-4,8,8
COc1ccc(NC(=O)CN(C)C(=O)c2ccc(N3CCCC3)c([N+](=O)[O-])c2)cc1,2,1,2,0,6,7,-1,-2,0
Cc1cccc(C(=O)OCC(=O)c2csc(N3CCCCC3)n2)c1[N+](=O)[O-],nt,3,-7,6,nt,-1,14,6,nt
O=C(Nc1ccccc1Cl)C1CC(=O)n2c(nc3ccccc32)N1 (stereo unspecified),1,nt,-3,1,8,nt,7,nt,6
Cc1ccc(S(=O)(=O)NCCC(C)C)cc1[N+](=O)[O-],-4,-1,3,-2,4,9,8,0,1
CCO[C@@H]1OC(C(=O)N2CCN(Cc3ccc4c(c3)OCO4)CC2)=C[C@H](C2CC2)[C@H]1CCCO,0,8,-1,-1,1,4,21,10,7
Cn1nc(C(=O)N2CCN(c3ccccc3F)CC2)c2c1-c1ccccc1S(=O)(=O)C2,-2,-1,-2,6,3,8,2,8,-3
C/C(CC(=O)Nc1ccc([N+](=O)[O-])cc1)=N\NC(=O)c1ccccc1O,-4,8,0,9,6,5,4,8,-3
CCCCNc1c(-c2ccc(SC(C)CC)c(OC)c2)nc2ccc(Cl)cn12 (stereo unspecified),nt,10,-2,11,nt,3,16,14,nt
COc1ccc(N2CCN(C(=O)COc3ccc4ccccc4c3)CC2)cc1,-1,5,-2,1,6,0,19,2,4

Another view of part of the listing above.
Cc1cc(C(=O)COC(=O)Cn2c(C(F)(F)F)nc3ccccc32)c(C)n1Cc1ccco1
  LYPLA1 inh = 4
  PAFAH2 inh = 0
  PAD4 FP inh = -1
  pPAFAH FP inh = 6
  GSTO1 counter = 2
  PAFAH1B2 FP inh = 4
  PREPL inhibitor = -4
  PAFAH1B3 FP inh = 4
  LYPLA2 inh = 2
NC(c1ccccc1)c1cccnc1 (stereo unspecified)
  LYPLA1 inh = 4
  PAFAH2 inh = 6
  PAD4 FP inh = 1
  pPAFAH FP inh = 5
  GSTO1 counter = 1
  PAFAH1B2 FP inh = 4
  PREPL inhibitor = -4
  PAFAH1B3 FP inh = 8
  LYPLA2 inh = 8
COc1ccc(NC(=O)CN(C)C(=O)c2ccc(N3CCCC3)c([N+](=O)[O-])c2)cc1
  LYPLA1 inh = 2
  PAFAH2 inh = 1
  PAD4 FP inh = 2
  pPAFAH FP inh = 0
  GSTO1 counter = 6
  PAFAH1B2 FP inh = 7
  PREPL inhibitor = -1
  PAFAH1B3 FP inh = -2
  LYPLA2 inh = 0
Cc1cccc(C(=O)OCC(=O)c2csc(N3CCCCC3)n2)c1[N+](=O)[O-]
  LYPLA1 inh = nt
  PAFAH2 inh = 3
  PAD4 FP inh = -7
  pPAFAH FP inh = 6
  GSTO1 counter = nt
  PAFAH1B2 FP inh = -1
  PREPL inhibitor = 14
  PAFAH1B3 FP inh = 6
  LYPLA2 inh = nt

An excerpt from above in order of the PAFAH2 inh value, highest first:
molecule | PAFAH2 inh | PAD4 FP inh | pPAFAH FP inh | PAFAH1B2 FP inh | PREPL inhibitor | PAFAH1B3 FP inh
Cc1ccc(-n2ncc(C#N)c2N)cc1 | 3 | -4 | 7 | 1 | 14 | 4
CCC(=O)NC(=S)Nc1ccc(NC(=O)c2ccco2)c(OC)c1 | -3 | 0 | 2 | 1 | -25 | -3
O=C(Nc1ccccc1C(=O)Nc1ccc(Br)cn1)c1ccccc1Cl | -8 | 1 | 2 | -4 | -23 | -2
